SUMO1 PPI mod: modulators of SUMO1 protein-protein interactions, primary screen, biochemical, uHTS | inhibition, % at 20 µM | Small ubiquitin-related modifier 1 (Homo sapiens), P63165 | actives 0.33% (n = 360,000) | SUMO1 binding to a labelled peptide, TR-FRET, 1 h | AID 602429, 2012; in the data active = inhibition above about 37%
Target sequence (P63165 whole entry, looked up): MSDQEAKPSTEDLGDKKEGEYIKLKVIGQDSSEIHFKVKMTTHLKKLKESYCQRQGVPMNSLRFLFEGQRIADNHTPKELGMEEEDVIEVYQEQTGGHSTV
MsrA inh: bovine MsrA enzyme inhibitors, primary screen, biochemical, absorbance, HTS. actives 0.75% (n = 360,000). inhibition, % at 15.5 µM. AID 651718, 2012. Methionine sulfoxide reductase A (Bos taurus). purified bovine MsrA, absorbance read-out; in the data active = inhibition above about 4.5%;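 note: 0% = vehicle wells with enzyme and 100% = reference inhibitor wells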
Scp1 inh: Scp-1 phosphatase inhibitors, primary screen, biochemical, colorimetric, uHTS; Carboxy-terminal domain RNA polymerase II polypeptide A small phosphatase 1 (Homo …; Recombinant Scp1, phosphopeptide, malachite green phosphate absorbance; inhibition, % at 20 µM; actives 0.88% (n = 340,000);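 active = inhibition above about 50% at 20 µM, limit read from the data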;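 note: plate controls were DMSO wells with enzyme for no effect and wells lacking enzyme for full effect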
Target sequence (Q9GZU7 76-261 limits assumed): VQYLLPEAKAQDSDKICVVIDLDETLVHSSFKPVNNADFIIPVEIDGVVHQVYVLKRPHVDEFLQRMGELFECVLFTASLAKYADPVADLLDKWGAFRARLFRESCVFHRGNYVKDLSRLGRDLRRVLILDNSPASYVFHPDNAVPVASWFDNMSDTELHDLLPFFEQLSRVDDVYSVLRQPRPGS
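Test system: SCP-1 phosphatase catalytic domain, residues 76-261; measured by: colorimetric phosphate reagent with accelerator and stabiliser, absorbance at 630 nm; timing: enzyme reaction 45 min at room temperature, colour 5 min, stabilisation 30 min; also added: Phosphorylated 17-residue peptide substrate; compound dosing: one concentration, 20 µM, with 1.0% DMSO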
Tb MetRS inh: T. brucei MetRS inhibitors, primary screen, biochemical, luminescence; methionyl-tRNA synthetase (Trypanosoma brucei brucei); purified T. brucei MetRS, ATP depletion, Kinase-Glo luminescence; actives 0.4% (n = 360,000); inhibition, % at 11.9 µM;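 active = inhibition above a per-plate cutoff of the control wells' mean inhibition plus 3 SD, cut at about 5.5% in these data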;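 note: 0% = DMSO wells median and 100% = median of wells with control inhibitor compound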
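Test system: purified T. brucei MetRS enzyme. Also added: ATP, methionine and E. coli bulk tRNA substrates. Compound: 11.9 µM single point. Schedule: 15 min enzyme-compound preincubation, 2 h reaction, 10 min detection, 25 °C. Signal: luciferase luminescence of residual ATP, Kinase-Glo. Evaluation: percent inhibition versus plate control medians. Controls: DMSO wells, low control.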
DNMT1 block: human DNMT1 methyltransferase inhibitors, primary screen, biochemical, molecular beacon, fluorescence, HinP1I cleavage, uHTS | inhibition (reported as % activation of signal), % at 10 µM | actives 0.83% (n = 360,000) | DNA (cytosine-5)-methyltransferase 1 (Homo sapiens), P26358; in the data active = inhibition above about 50%
STEP block: STEP phosphatase inhibitors, primary screen, biochemical, fluorescence intensity, uHTS | Tyrosine-protein phosphatase non-receptor type 5 (Homo sapiens), P54829 | recombinant STEP, OMFP fluorogenic substrate | inhibition, % at 20 µM | actives 0.25% (n = 360,000) | AID 588621, 2011;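 active = inhibition at 20 µM, scaled per plate between control wells, above about 37%, limit read from the data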;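 note: 0% = DMSO with enzyme and substrate and 100% = substrate only without enzyme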
Target sequence (P54829 whole entry, looked up): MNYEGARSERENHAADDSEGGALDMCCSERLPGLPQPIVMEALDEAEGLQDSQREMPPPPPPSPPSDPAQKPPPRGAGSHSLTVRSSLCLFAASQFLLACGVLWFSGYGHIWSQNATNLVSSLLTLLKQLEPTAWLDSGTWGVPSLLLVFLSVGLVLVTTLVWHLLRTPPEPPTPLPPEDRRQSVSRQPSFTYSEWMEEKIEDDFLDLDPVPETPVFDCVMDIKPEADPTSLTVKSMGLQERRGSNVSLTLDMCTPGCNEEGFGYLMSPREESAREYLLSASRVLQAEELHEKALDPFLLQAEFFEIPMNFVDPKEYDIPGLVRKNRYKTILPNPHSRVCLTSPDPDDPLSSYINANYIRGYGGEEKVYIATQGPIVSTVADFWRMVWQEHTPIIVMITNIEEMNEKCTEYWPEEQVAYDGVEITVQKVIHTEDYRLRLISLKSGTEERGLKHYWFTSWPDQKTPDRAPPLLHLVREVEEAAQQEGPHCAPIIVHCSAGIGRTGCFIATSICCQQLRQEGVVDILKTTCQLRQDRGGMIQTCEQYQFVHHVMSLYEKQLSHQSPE
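System: STEP phosphatase, cell-free reaction; Buffer or medium: Bis-Tris pH 6.0 buffer with DTT, detergent; Incubation: 20 min at room temperature, dark; Measured by: fluorescence, 480/540 nm.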
Rpn11 inh: Rpn11 (PSMD14) deubiquitinase inhibitors, primary screen, biochemical, fluorescence polarization, uHTS; human 26S proteasome, Ub4-pepOG fluorescence polarization; 20S core pre-blocked with epoxomicin; calls only at 20 µM; actives 0.59% (n = 360,000); AID 588493, 2011;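 active = inhibition at 20 µM, scaled to each plate's controls, above about 33%, limit read from the data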
LMPTP inh: LMPTP phosphatase inhibitors, primary screen, biochemical, fluorescence intensity, uHTS; Low molecular weight phosphotyrosine protein phosphatase (Homo sapiens), P24666; recombinant LMPTP-A, OMFP fluorogenic substrate; inhibition, % at 20 µM; actives 0.22% (n = 360,000); AID 651560, 2012;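 active = compounds that cut the enzyme signal by at least half of the control window in the single-dose screen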;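 note: plate controls were DMSO wells with enzyme plus substrate for no effect and substrate without enzyme for full effect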
Target sequence (P24666 whole entry, looked up): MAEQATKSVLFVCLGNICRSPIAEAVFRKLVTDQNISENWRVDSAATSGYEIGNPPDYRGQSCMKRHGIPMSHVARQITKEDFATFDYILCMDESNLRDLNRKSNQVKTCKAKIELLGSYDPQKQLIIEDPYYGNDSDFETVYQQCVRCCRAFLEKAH
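Assay system: LMPTP-A enzyme. Input: 0.625 nM LMPTP-A final. Probe or stimulus: 400 µM OMFP. Compound dosing: single 20 µM dose. Schedule: 50 min dark incubation at room temperature. Detection: fluorescence intensity of OMFP turnover product. Read-out: percent inhibition versus substrate-only and uninhibited controls. Benchmarks: no-enzyme low control, uninhibited high control.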
NadD inh: inhibitors of S. aureus NadD, primary screen, biochemical, colorimetric, uHTS; actives 0.78% (n = 360,000); inhibition, % at 20 µM; purified NadD enzyme, colorimetric absorbance read-out; Nicotinate-nucleotide adenylyltransferase NadD (Staphylococcus aureus N315); in the data active = inhibition above about 26%; note: some compounds past the cut are filed as inactive
CSN inh: inhibitors of CSN-mediated cullin deneddylation, primary screen, biochemical, fluorescence polarization, uHTS | COP9 signalosome complex subunit 5 (Homo sapiens), Q92905 | Purified CSN, SCF-Nedd8-OG deneddylation | inhibition, % at 12.5 µM | actives 0.38% (n = 360,000);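 active = pattern-corrected inhibition above about 35%, with an unprinted fluorescence ratio check between 0.5 and 1.5, limit read from the data, passing the limit was not always enough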;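 note: 0% = enzyme with substrate and 100% = substrate without enzyme; some results filed as inactive read as strong as hits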
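test system = HEK293T-derived human Csn5 enzyme | amount = 0.24 nM Csn5 enzyme, final concentration | medium = Tris/NaCl/DTT buffer, pH 7.5 | schedule = 90 min reaction at room temperature | signal = FP | evaluation = inhibition of Csn5 cleavage, % | compound dosing = single dose of 12.5 µM compound with 0.25% DMSO | probe or stimulus = 10 nM SCFSkp2-Nedd8OG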
Numbers without * were called inactive; i = inactive; / = not tested or not shown.

SMILES	SUMO1 PPI mod	MsrA inh	Scp1 inh	Tb MetRS inh	DNMT1 block	STEP block	Rpn11 inh	LMPTP inh	NadD inh	CSN inh
COc1ccc(CCNC(=O)C2CCN(S(=O)(=O)c3ccc(C)cc3)CC2)cc1OC	0	-0.7	1	-1.6	10	0	i	-1.6	-3	-4
CNC(=O)c1ccc(OCc2ccccc2)c(OC)c1	1	-0.2	-5	-1.5	0	-2	i	-0.5	-1	5
CN1CC2=Cc3ccccc3OC23Oc2ccccc2C=C3C1	-10	-0.5	-4	-0.6	-1	0	i	7.6	-2	-1
COc1cccc(N2C(=O)Nc3ccc(Br)cc3C2(O)C(=O)NCCCN(C)C)c1 (centres undefined)	5	0.3	-9	-0.5	-2	-4	i	-3.6	-3	2
O=C(/C=C/c1ccc(Br)cc1)NCCCn1ccnc1	-13	-0.4	-6	1.3	0	3	i	-0.9	-3	0
Cc1ccc(S(=O)C(c2ccccc2)c2ccccc2)cc1 (centres undefined)	5	-0.6	-5	0.0	-1	0	i	-0.7	1	1
O=C(Nc1cccc(Br)c1)c1ccc2nc(N3C(=O)CCC3=O)sc2c1	9	-0.4	-9	0.6	-18	4	i	3.1	-7	4
Cc1ccc(C)c(NC(=O)CN(C)C(=O)[C@@H](NC(N)=O)C(C)C)c1	2	0.1	6	-1.4	10	-1	i	0.3	-3	-4
CSc1nnc(-c2ccccc2Cl)o1	2	0.2	-6	0.0	2	9	i	-1.3	6	-2
CCOC(=O)N1CCN(C(=O)COc2ccc(S(=O)(=O)NCC(C)C)cc2C)CC1	-3	0.3	7	-0.8	-2	-2	i	-0.4	-2	-1
Cc1cccc(N/N=C/c2ccc(O)c(O)c2O)c1	4	1.6	8	0.3	-14	2	i	5.7	1	0
CCOC(=O)c1ccccc1OC(=O)Oc1ccccc1C(=O)OCC	-7	-0.7	-15	0.0	1	1	i	-1.6	-9	-2
COC(=O)c1sc(=S)n(Cc2ccccc2)c1C	-14	0.7	-7	-0.8	0	-1	i	0.8	3	4
O=C(OCc1cc2ccccc2[nH]c1=O)c1cccc([N+](=O)[O-])c1	-25	0.1	-6	-0.6	-2	2	i	0.0	-12	-2
O=C(c1nc[nH]c1C(=O)N1CCc2ccccc2C1)N1CCc2ccccc2C1	-2	-0.1	0	0.0	-4	2	i	-0.5	3	-4
CCOC(=O)NC1(NCC(C)C)Oc2ccccc2O1	2	0.5	-5	-0.6	3	2	i	2.9	4	-2
Cc1ccc(S(=O)(=O)N2CCC(C(=O)NCCC3=CCCCC3)CC2)c(C)c1	2	0.1	-5	-0.6	0	3	i	-0.3	-6	5
O=C(c1ccccc1)N1CCN(C(=O)c2cc3ccccc3o2)CC1	0	-0.6	-1	-0.5	2	-2	i	-3.1	-6	-4
Cc1ccc(NC(=O)C(=O)NC2CCCCC2)cc1	3	-0.6	-15	-1.0	8	-1	i	-3.7	-2	0
Cc1ccc2[nH]c3c(=O)n(Cc4ccncc4)cnc3c2c1	-1	0.2	2	0.6	0	-5	i	0.1	-1	3
CCOC(=O)C1(CCc2ccccc2)CCN(C(=O)CCc2cnn(C)c2)CC1	0	0.5	-4	-0.4	-1	1	i	1.9	-1	-15
CN(CC(=O)Nc1ccc(Cl)c(Cl)c1)C(=O)c1cccc2cccnc12	0	0.2	-6	-0.2	-8	-2	i	-0.4	-4	-7
COc1ccccc1CCC(=O)OCC(=O)Nc1ccc2[nH]c(=O)[nH]c2c1	5	-0.7	1	-0.4	2	-1	i	-0.1	-7	-3
O=C(Cc1ccc([N+](=O)[O-])cc1)N1CCN(c2ccc([N+](=O)[O-])cc2)CC1	-28	-0.2	-5	-1.7	-4	0	i	-1.3	-3	-2
CN(C(=O)c1cccc(NC(=O)Cc2ccc(NC(=O)C3CCN(C(=O)C4CCC4)CC3)cc2)c1)C1CCCCC1	0	-1.2	4	0.1	-2	0	i	-2.1	10	-3
(more compounds)
SMILES	SUMO1 PPI mod	MsrA inh	Scp1 inh	Tb MetRS inh	DNMT1 block	STEP block	Rpn11 inh	LMPTP inh	NadD inh	CSN inh
COc1ccc([N+](=O)[O-])cc1NC(=O)CCN1CCOCC1	-13	1.5	-6	0.2	-3	0	i	-2.3	-1	-2
COc1ccc(C(=O)NC(=S)N2CCCCC2)cc1	0	1.0	5	-2.4	16	0	i	1.1	0	-3
Cc1cc(C)nc(SCc2nnc(SCC(=O)OC3CCCCC3)o2)n1	1	-1.3	-9	-0.1	-4	4	i	-1.1	-4	-2
CCc1cc(OCCOCCN(C)C)ccc1Cl	-3	-0.7	-3	0.3	0	0	i	-1.1	-1	-4
CCc1ccc2[nH]c(=O)c(CN(Cc3nnnn3C3CCCC3)C3CCCCC3)cc2c1	-5	1.2	-3	-0.7	-4	0	i	0.2	3	-1
Cc1noc(C)c1COC(=O)c1cc(S(=O)(=O)N2CCOCC2)ccc1Cl	5	-0.1	8	-0.2	9	2	i	0.3	2	-1
Cc1oc(-c2ccccc2F)nc1CS(=O)CC(=O)NC1CCCCC1 (centres undefined)	2	-0.9	-7	-0.4	0	-2	i	-0.1	-1	1
COc1ccc(/C=N/NC(=O)c2ccccc2)cc1CN1CCN(c2ccc(F)cc2)CC1	-5	-0.1	0	-0.3	-8	2	i	-0.4	-1	-3
O=C(O)C1CCCC[C@H]1C(=O)Nc1ncc([N+](=O)[O-])s1 (some centres undefined)	-24	2.2	2	0.0	6	0	i	-2.6	1	-1
CCn1c(SCC(=O)OCc2ccccc2)nnc1-c1ccco1	1	-0.8	-3	-0.5	0	0	i	-1.0	-2	2
Cc1cnc(C(=O)N2CCCC(C(=O)c3ccc(C(F)(F)F)cc3)C2)cn1 (centres undefined)	-1	2.0	-1	-1.5	3	3	i	-0.7	6	1
Cc1ccc(S(=O)(=O)NC(=O)C2(C)CCN2C(=O)c2ccc(C(F)(F)F)nc2C)cc1 (centres undefined)	-3	-1.9	/	0.3	2	-4	i	-2.2	0	-1
N#CC1C(=O)NC(=O)CC12CCCCC2 (centres undefined)	4	0.0	-3	-0.3	2	2	i	-1.1	-2	3
CCN(CC)c1ccc(/C=N/NS(=O)(=O)c2cccc([N+](=O)[O-])c2)cc1	-15	5.4*	-5	0.8	-4	0	i	0.0	3	4
NS(=O)(=O)c1ccc(CCN=Cc2ccccc2O)cc1	0	-0.3	-11	-0.2	-1	0	i	-0.7	-4	-3
O=C(Nc1ccc(S(=O)(=O)NCc2cccnc2)cc1)c1ccco1	3	-0.1	-8	0.2	-1	-3	i	-3.5	-2	3
O=C(Cc1ccc([N+](=O)[O-])cc1)N1CCCc2ccccc21	-16	0.5	-5	-0.1	-7	-1	i	0.3	7	-5

Twelve consecutive compounds from above, quoted:
SMILES	SUMO1 PPI mod	MsrA inh	Scp1 inh	Tb MetRS inh	DNMT1 block	STEP block	Rpn11 inh	LMPTP inh	NadD inh	CSN inh
Cc1noc(C)c1COC(=O)c1cc(S(=O)(=O)N2CCOCC2)ccc1Cl	5	-0.1	8	-0.2	9	2	i	0.3	2	-1
Cc1oc(-c2ccccc2F)nc1CS(=O)CC(=O)NC1CCCCC1 (centres undefined)	2	-0.9	-7	-0.4	0	-2	i	-0.1	-1	1
COc1ccc(/C=N/NC(=O)c2ccccc2)cc1CN1CCN(c2ccc(F)cc2)CC1	-5	-0.1	0	-0.3	-8	2	i	-0.4	-1	-3
O=C(O)C1CCCC[C@H]1C(=O)Nc1ncc([N+](=O)[O-])s1 (some centres undefined)	-24	2.2	2	0.0	6	0	i	-2.6	1	-1
CCn1c(SCC(=O)OCc2ccccc2)nnc1-c1ccco1	1	-0.8	-3	-0.5	0	0	i	-1.0	-2	2
Cc1cnc(C(=O)N2CCCC(C(=O)c3ccc(C(F)(F)F)cc3)C2)cn1 (centres undefined)	-1	2.0	-1	-1.5	3	3	i	-0.7	6	1
Cc1ccc(S(=O)(=O)NC(=O)C2(C)CCN2C(=O)c2ccc(C(F)(F)F)nc2C)cc1 (centres undefined)	-3	-1.9	/	0.3	2	-4	i	-2.2	0	-1
N#CC1C(=O)NC(=O)CC12CCCCC2 (centres undefined)	4	0.0	-3	-0.3	2	2	i	-1.1	-2	3
CCN(CC)c1ccc(/C=N/NS(=O)(=O)c2cccc([N+](=O)[O-])c2)cc1	-15	5.4*	-5	0.8	-4	0	i	0.0	3	4
NS(=O)(=O)c1ccc(CCN=Cc2ccccc2O)cc1	0	-0.3	-11	-0.2	-1	0	i	-0.7	-4	-3
O=C(Nc1ccc(S(=O)(=O)NCc2cccnc2)cc1)c1ccco1	3	-0.1	-8	0.2	-1	-3	i	-3.5	-2	3
O=C(Cc1ccc([N+](=O)[O-])cc1)N1CCCc2ccccc21	-16	0.5	-5	-0.1	-7	-1	i	0.3	7	-5
